HTR5A inv ag – HTR5A inverse agonists in luminescence cell assay, primary screen, counter-screen for OPRM1-OPRD1 heterodimer inverse agonist project, full-deck HTS; 5-hydroxytryptamine receptor 5A (Homo sapiens), P47898; HTR5A cell line, inverse agonism; inhibition, % at 9.3 µM; 340,000 tested, 0.083% active; AID 504634, 2011; in the data active = inhibition mostly above about 23%, no sharp cut-off; inactive = mostly below about 18%;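 also: 0% = cells with DMSO and 100% = no-cell wells with DMSO; some compounds called inactive have numbers as strong as hits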
MOR-DOR inv ag – inverse agonists of MOR-DOR heterodimerization, primary screen, cell-based, luminescence; inhibition, % at 9.3 µM; 340,000 tested, 0.21% active; Mu-type opioid receptor (Homo sapiens) + Delta-type opioid receptor (Homo sapiens), …; cell-based MOR-DOR heterodimer luminescence, inverse agonism; in the data active = inhibition above about 22%, passing the limit was not always enough;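 also: 0% = cells with DMSO and 100% = wells without cells with DMSO; values of inactives mirror those of a sister screen read the other way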
Target sequence (P35372 whole entry, looked up): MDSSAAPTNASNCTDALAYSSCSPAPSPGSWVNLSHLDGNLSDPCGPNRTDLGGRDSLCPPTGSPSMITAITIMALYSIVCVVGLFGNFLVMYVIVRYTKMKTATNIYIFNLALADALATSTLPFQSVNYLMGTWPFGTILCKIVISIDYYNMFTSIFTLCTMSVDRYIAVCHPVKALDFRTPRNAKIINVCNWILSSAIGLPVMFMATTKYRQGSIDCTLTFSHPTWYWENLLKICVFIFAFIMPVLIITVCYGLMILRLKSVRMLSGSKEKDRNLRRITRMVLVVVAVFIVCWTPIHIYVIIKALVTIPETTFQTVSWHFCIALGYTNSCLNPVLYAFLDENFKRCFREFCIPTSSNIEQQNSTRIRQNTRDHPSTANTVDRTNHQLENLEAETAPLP
Target sequence (P41143 whole entry, looked up): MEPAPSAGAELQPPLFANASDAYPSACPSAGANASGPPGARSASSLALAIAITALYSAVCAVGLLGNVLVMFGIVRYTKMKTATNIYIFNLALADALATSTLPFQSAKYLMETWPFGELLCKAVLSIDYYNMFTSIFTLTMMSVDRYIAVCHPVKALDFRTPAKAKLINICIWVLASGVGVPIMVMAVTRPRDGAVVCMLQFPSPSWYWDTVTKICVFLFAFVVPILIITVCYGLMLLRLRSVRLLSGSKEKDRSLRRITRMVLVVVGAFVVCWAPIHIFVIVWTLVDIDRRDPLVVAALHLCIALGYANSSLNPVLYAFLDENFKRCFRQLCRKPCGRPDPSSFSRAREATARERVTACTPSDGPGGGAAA
phage Ecoli inh – growth loss of phage-infected E. coli, primary screen, RecBCD inhibitor project, absorbance, with phage, HTS | AID 651602, 2012 | inhibition, % at 11.9 µM | 360,000 tested, 0.26% active; in the data active = inhibition above about 11%
HTR5A ag ctr – HTR5A agonists in luminescence cell assay, primary screen, counter-screen for OPRM1-OPRD1 heterodimer agonist project, full-deck HTS; 5-hydroxytryptamine receptor 5A (Homo sapiens), P47898; cell-based; AID 504692, 2011; activation, % at 9.3 µM; 340,000 tested, 0.61% active; in the data active = activation mostly above about 9.5%, no sharp cut-off; inactive = mostly below about 7.6%;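 also: 0% = cells with vehicle only and 100% = reference agonist; strong numbers were not always called active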
PKA-R1A act – activators of PKA-R1A holoenzyme, primary screen, biochemical, fluorescence polarization, Cy5-IP20, bovine R1A, mouse PKAc; PKA-R1A dissociation; scaled: DMSO 0%, 113 µM cGMP 100%; activation, % at 11.4 µM; 340,000 tested, 0.083% active; AID 504707, 2011;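 active = percent activation above the mean of all tested compounds plus 3 SD, cut at about 19% in these data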;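 also: higher means more PKAc released from R1A so a rise in polarization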
MOR-DOR ag – agonists of OPRM1-OPRD1 heterodimerization, primary screen, cell-based, luminescence; Mu-type opioid receptor (Homo sapiens) + Delta-type opioid receptor (Homo sapiens), …; cells; activation, % at 9.3 µM; 340,000 tested, 0.3% active; in the data active = activation above about 18%;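 also: 0% = vehicle-treated cells and 100% = reference agonist; values of inactives mirror those of a sister screen read the other way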
PfHsp90 yeast 2 – growth inhibition of PfHsp90-expressing yeast, primary screen, antimalarial PfHsp90 inhibitor project, S. cerevisiae, BacTiter-Glo luminescence, single point, set 2. inhibition, % at 9.4 µM. AID 504621, 2011. 310,000 tested, 0.32% active. BacTiter-Glo ATP, 48 h; yeast lacking PDR1 and PDR3 efflux regulators;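 active = every replicate shows inhibition above about 80%, whatever the replicate mean, limit read from the data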;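 also: 0% = DMSO neutral controls and 100% = 20 µM radicicol positive controls; yeast relying on Plasmodium falciparum Hsp90 in place of its own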
DSG3 Ab inh – inhibitors of pemphigus antibody binding to DSG3, primary screen, biochemical, bead-based, flow cytometry, scFv-GFP; Desmoglein-3 (Homo sapiens), P32926; DSG3-coupled beads, scFv-anti-DSG3-GFP binding; active compounds read low; binding (percent of control), % at 10 µM; 310,000 tested, 0.48% active;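 active = binding more than 3 SD below its plate's average and above zero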;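 also: hits lower antibody fragment binding to DSG3; some compounds called inactive have numbers as strong as hits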
AddAB inh – growth inhibition of E. coli expressing H. pylori AddAB, primary screen, AddAB inhibitor project, absorbance. inhibition, % at 11.9 µM. 330,000 tested, 0.29% active; in the data active = inhibition above about 12%;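 also: 0% = vehicle wells of infected cells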
SUMO Mot1 rescue – yeast Mot1-301 growth rescue at high temperature, primary screen, SUMOylation pathway inhibitor project, S. cerevisiae, ATP luminescence, 38.5C | S. cerevisiae Mot1-301 growth rescue; percent above DMSO median, 100 means doubled | growth rescue, % at 18.8 µM | 320,000 tested, 1% active | AID 2716, 2010;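 active = every valid replicate shows activation above 250% relative to neutral control wells; inactive = the rest, any valid replicate at or below 250%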;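 also: OY570 slx delta 5 strain wells were the positive control but not used for scaling; some compounds called inactive have numbers as strong as hits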
Ecoli viability – E. coli V3065 growth inhibition, primary screen, counter-screen for AddAB inhibitor project, absorbance, OD600 | 18 h | inhibition, % at 11.9 µM | 330,000 tested, 0.27% active | AID 449728, 2010;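 active = inhibition above the campaign's mean inhibition across all tested compounds plus 3 SD, cut at about 9.9% in these data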;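 also: uninfected addAB+ strain grown without phage in ampicillin broth; 0% = DMSO wells and 100% = ciprofloxacin 0.95 µg/ml wells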
The depositor's hits bear a star; / = not tested or not shown.

SMILES | HTR5A inv ag | MOR-DOR inv ag | phage Ecoli inh | HTR5A ag ctr | PKA-R1A act | MOR-DOR ag | PfHsp90 yeast 2 | DSG3 Ab inh | AddAB inh | SUMO Mot1 rescue | Ecoli viability
CC(C)NC(=O)C(c1ccc(F)cc1)N(C(=O)CCC(=O)Nc1ccccn1)c1ccccc1F (stereo not given) | -34 | 12 | 0.6 | 12 | -10 | -1.9 | 17 | / | 1.7 | -3 | -0.8
COc1ccc(CNC(=O)CSc2nnc(NC(=O)c3ccccc3F)s2)cc1 | -28 | 18 | -1.0 | 10 | -4 | -2.8 | 3 | / | 0.1 | -5 | -0.5
Cc1ccc(/C=C/C(=O)O)cc1S(=O)(=O)N1CCc2ccccc21 | -8 | 11 | 1.8 | 2 | -5 | -1.8 | -9 | 96 | 0.6 | -21 | 0.0
CC(NC(=O)c1cccs1)c1ccc(Cl)cc1 (stereo not given) | 13 | 0 | 2.9 | 1 | 2 | -0.1 | 12 | 114 | 0.4 | 11 | -0.9
Cc1cc(O)c2c(c1)C(=O)c1cc(O)cc(O)c1C2=O | 11 | -9 | 3.0 | 0 | -2 | 1.7 | 25 | 104 | -6.0 | 3 | -2.5
CCOC(=O)C1CCCN(C(=O)c2cc(CN3C(=O)c4ccccc4C3=O)ccc2OC)C1 (stereo not given) | 3 | -1 | 1.8 | -1 | -14 | 0.2 | 10 | 111 | 0.5 | -6 | -1.8
C=C1CCN([C@@H](C)C(=O)OCc2cccc(C)c2)S(=O)(=O)c2ccccc21 | 1 | 0 | 1.3 | 0 | -8 | 0.0 | 5 | 107 | -1.4 | 11 | -2.1
COCC(=O)Nc1cccc(Br)c1 | -3 | 10 | 2.6 | -1 | -6 | -1.6 | -16 | / | 3.0 | 9 | 3.3
CCc1nnc(N2CCN(c3ncnc4c3oc3ccccc34)CC2)s1 | -11 | 19 | -2.8 | 4 | 8 | -3.1 | -6 | 103 | / | / | /
CCCCC(=O)Nc1ccc(C(=O)Nc2ccc(S(=O)(=O)Nc3nccc(C)n3)cc2)cc1 | 19 | -14 | -1.8 | 2 | 2 | 2.9 | -99 | / | 2.5 | -1 | -0.3
COc1ccc(N2CC(C(=O)NCCc3c[nH]c4ccccc34)CC2=O)cc1 (stereo not given) | 12 | 3 | 3.0 | -4 | -2 | -0.7 | -11 | 115 | 1.0 | -12 | -0.9
COCCn1c(SCC(=O)NC(=O)NC2CCCCC2)nc2ccccc2c1=O | 1 | -7 | -0.3 | 3 | 0 | 1.8 | -13 | 110 | 1.5 | 7 | -1.0
CCc1ccccc1N(CC(=O)Nc1cccc(N(C)S(C)(=O)=O)c1)S(C)(=O)=O | 20 | 13 | 0.7 | -2 | 0 | -2.3 | 12 | 98 | -0.2 | -8 | 1.1
CN(CC(=O)N1CCOCC1)C(=O)CSc1nc2ccccc2s1 | 12 | 10 | 6.4 | -5 | -7 | -1.4 | -4 | 86 | 0.4 | 6 | -2.3
Cc1ccc(CSC2=Nc3ccccc3C3=NC(CC(=O)NCc4ccco4)C(=O)N23)cc1 (stereo not given) | -13 | 18 | 2.2 | -1 | -1 | -3.0 | 2 | 99 | 1.1 | -9 | -2.1
CCC(=O)c1cc2c(C)cc(=O)oc2c(C)c1OC | 1 | 12 | 2.4 | 1 | 2 | -2.6 | / | 108 | 1.5 | -10 | 0.1
O=C(NCC(=O)N(CC1CCCO1)C1(C(=O)NC2CCCC2)CCCCC1)c1ccccc1 (stereo not given) | 28 | 6 | 0.9 | -1 | 9 | -1.1 | -18 | 107 | -0.9 | -1 | -4.4
CC1Cc2ccccc2N1S(=O)(=O)c1cccc(C(=O)Nc2cccnc2)c1 (stereo not given) | 4 | 8 | 0.0 | -2 | -14 | -1.4 | -27 | 102 | 2.0 | 35 | -0.6
Cc1ccc(C(=O)NC(C)CCc2ccccc2)cc1S(=O)(=O)N1CCOCC1 (stereo not given) | -10 | -10 | 1.2 | 4 | 6 | 2.5 | -9 | / | -0.5 | -23 | 0.2
COc1ccc(CN2CCN(C(=O)C3CCN(S(=O)(=O)c4cccs4)CC3)CC2)c(OC)c1OC | 2 | 1 | 0.7 | -1 | -1 | -0.3 | -9 | 98 | 3.3 | 114 | -3.0
C#CCNC(=O)C1=C[C@@H](c2ccc(C(F)(F)F)cc2)C[C@@H](OCc2ccc(CO)cc2)O1 | -24 | 12 | 0.2 | 9 | -2 | -2.1 | -18 | 103 | 0.0 | -1 | 0.9
CN1CCN(S(=O)(=O)c2cccc(C(=O)Nc3nc(-c4ccccc4)cs3)c2)CC1 | -33 | 1 | 3.1 | 3 | 2 | -0.1 | 1 | 103 | -2.1 | 3 | -4.2
Cc1ccc(Nc2nc(N)nc(CSCCO)n2)cc1 | -11 | 6 | 2.5 | -1 | 5 | -1.0 | -4 | 89 | 1.1 | 248 | -0.4
COc1cc(-c2nc(C)c(C(C)=O)n2O)ccc1OCC(=O)Nc1ccc(F)cc1 | -4 | 19 | 2.0 | -1 | -10 | -3.9 | -5 | 111 | 2.2 | -1 | 0.6
CCC(Oc1ccccc1)C(=O)N1CCC(C(N)=O)CC1 (stereo not given) | -25 | 13 | -0.5 | 10 | -11 | -2.4 | 2 | 108 | -0.5 | 2 | 0.0
COc1ccc(C)cc1NC(=O)c1nnn(Cc2cccc(F)c2)c1N | 1 | -25 | 2.9 | 0 | 0 | 4.9 | -21 | 102 | 1.8 | -3 | -5.6
CN1CCN(C(=O)c2cc3nc(-c4ccccc4)cc(-c4ccccc4)n3n2)CC1 | 7 | 10 | 3.0 | -3 | 1 | -1.8 | -11 | 105 | 4.5 | -5 | 0.4
COC(=O)C(O)(NC(=O)NC(C)=O)C(F)(F)F (stereo not given) | -19 | 14 | -0.2 | 3 | 1 | -3.0 | 1 | 110 | 2.2 | 1 | -1.1
CCOC(=O)N1CCN(c2ccc(S(=O)(=O)N3CCOCC3)cn2)CC1 | -1 | 17 | 2.0 | 1 | -1 | -4.1 | / | 88 | 0.5 | -6 | -0.5
O=C(O)c1cc(C2CC2)nc2ccccc12 | -5 | 3 | 5.2 | -4 | 7 | -0.6 | / | 99 | 3.5 | 27 | 0.7
CC(C)CCN1C(=O)c2ccc(C(=O)NCC3CCCO3)cc2C1=O (stereo not given) | 0 | 9 | 0.1 | -1 | -5 | -1.9 | 2 | / | 4.4 | -19 | 2.5
Cc1ccc(/C=C/S(=O)(=O)NCc2ccc(F)cc2)cc1 | 2 | -16 | 4.8 | -1 | 1 | 2.8 | -6 | 151 | 1.9 | 8 | -1.1
Cc1occc1-c1nnc(SCC(=O)N2CCN(c3ccc(F)cc3)CC2)n1C | 8 | -3 | 1.6 | -1 | 5 | 0.4 | -5 | 105 | -1.2 | 0 | -2.1
CCC(C(=O)NC1CC1)n1nc(C)c2c(C)n(-c3ccc(C)cc3)nc2c1=O (stereo not given) | -15 | 3 | 3.9 | 3 | -5 | -0.5 | -7 | 104 | 0.9 | -29 | 1.1
COc1cc(C(=O)NCCc2ccc(S(=O)(=O)N3CCCC3)cc2)cc(OC)c1OC | -12 | 6 | 1.5 | 2 | 6 | -1.1 | -1 | / | -0.5 | 5 | -0.6
CC(C)(C)Nc1nc2cc([N+](=O)[O-])ccc2o1 | -17 | 10 | 2.5 | 1 | -8 | -2.0 | -6 | 116 | 2.0 | -19 | -0.7
CSc1cccc(NC(=O)CN2C(=O)c3ccccc3S2(=O)=O)c1 | 1 | 15 | 3.5 | 0 | -2 | -2.9 | 18 | 103 | 4.3 | -10 | 0.1
CCOC1(OCC)C(c2ccc(N)cc2)C(C#N)(C#N)C1(OCC)OCC (stereo not given) | -19 | 7 | 3.4 | 2 | -1 | -1.2 | / | / | -1.9 | 3 | -0.2
CCCS(=O)(=O)C(=C(Nc1ccc(OC)cc1)Nc1ccc(OC)cc1)S(=O)(=O)CCC | 3 | 8 | -0.6 | -1 | -3 | -1.4 | -18 | 95 | 2.8 | -19 | -1.6
O=C(N/N=C/c1cc(Br)ccc1O)C(=O)Nc1ccccc1OC(F)(F)C(F)F | -4 | -16 | 4.5 | 0 | -1 | 3.1 | -20 | 107 | 9.2 | 2 | 6.9
Cc1nc(N2CCN(S(=O)(=O)c3ccccc3C#N)CC2)c2c(-c3ccccc3)csc2n1 | -23 | 4 | 2.8 | 10 | -4 | -1.1 | 7 | 117 | 2.2 | 19 | -1.8
Cc1ccc(/C=C/C(=O)Nc2ccc(Oc3ccccc3)cc2)o1 | -1 | -27 | 5.6 | 6 | -5 | 5.2 | -11 | / | 2.1 | 72 | 1.7
Cc1cc(C)cc(N(CC(=O)NC(C)(C)C)C(=O)CNC(=O)c2cccs2)c1 | 3 | 9 | 4.1 | -1 | -17 | -1.8 | 6 | 99 | 2.7 | 7 | 0.8
COc1ccc(C(=O)NC2CCN(C(=O)Nc3ccccc3Cl)CC2)cc1 | 12 | 12 | 8.7 | -4 | -18 | -2.1 | 4 | 100 | 3.1 | 3 | 1.2
COC(=O)Cn1nnc2c(cnn2-c2ccccc2)c1=O | 2 | -7 | 0.9 | -1 | 3 | 1.6 | -16 | 83 | 5.5 | -28 | -2.8
O=C(CSc1ccc(-c2ccccn2)nn1)Nc1ccc(F)cc1F | -1 | 12 | 3.9 | 0 | -6 | -2.1 | 29 | / | 0.7 | -5 | -0.9
N#Cc1cccc(NC(=O)CN2CCCCCC2)c1 | -14 | 1 | 0.9 | -1 | 2 | -0.1 | 1 | 99 | -1.0 | -9 | 1.1
CCCN1CCN(C(=O)c2oc3c(Cl)cccc3c2C)CC1 | -15 | -15 | 3.0 | 0 | -4 | 1.8 | 12 | 102 | -1.1 | 19 | -1.8
CC(=O)Nc1ccc(S(=O)(=O)N2CCC(C(=O)NCCC(=O)Nc3ccccc3)CC2)cc1 | 5 | 8 | 0.6 | 0 | 17 | -1.5 | 12 | 107 | 1.9 | 5 | -1.3

Taken from the results shown for reference:
SMILES | HTR5A inv ag | MOR-DOR inv ag | phage Ecoli inh | HTR5A ag ctr | PKA-R1A act | MOR-DOR ag | PfHsp90 yeast 2 | DSG3 Ab inh | AddAB inh | SUMO Mot1 rescue | Ecoli viability
N#Cc1cccc(NC(=O)CN2CCCCCC2)c1 | -14 | 1 | 0.9 | -1 | 2 | -0.1 | 1 | 99 | -1.0 | -9 | 1.1
CCCN1CCN(C(=O)c2oc3c(Cl)cccc3c2C)CC1 | -15 | -15 | 3.0 | 0 | -4 | 1.8 | 12 | 102 | -1.1 | 19 | -1.8

Assay outcomes as filed in PubChem BioAssay.
